MC4R antag cAMP – blocks human MC4R cAMP signaling | P32245 | MC4R-expressing cells, MTII-stimulated cAMP, LANCE TR-FRET | inhibition, % at 6.5 µM | 0.48% of 360,000 active | AID 540295;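 active = inhibition above its plate's cutoff, the mean of tested wells on that plate plus 3 SD, cut at about 29% in these data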;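 also: 0% = Melanotan II alone and 100% = Melanotan II plus saturating MCL0020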
Target sequence (P32245 whole entry, looked up): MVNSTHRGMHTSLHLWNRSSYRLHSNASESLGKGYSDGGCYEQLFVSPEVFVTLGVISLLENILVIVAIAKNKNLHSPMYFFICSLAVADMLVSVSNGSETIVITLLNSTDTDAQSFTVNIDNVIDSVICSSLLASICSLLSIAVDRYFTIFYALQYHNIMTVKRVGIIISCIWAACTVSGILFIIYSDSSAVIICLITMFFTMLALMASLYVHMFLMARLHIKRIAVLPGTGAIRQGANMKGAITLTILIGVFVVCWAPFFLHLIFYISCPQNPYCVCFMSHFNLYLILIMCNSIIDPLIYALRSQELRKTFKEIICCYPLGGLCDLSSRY
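System: U2OS-MC4R stable cell line; Technique: Eu-cAMP/anti-cAMP TR-FRET, emission 671 nm; Repeats: single well per compound; Also added: Melanotan II; Dosing: one concentration, 6.5 µM nominal; Schedule: 30-min compound, 1-h challenge, 1-h detection, room temperature.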
PDI turbidity – blocks human protein disulfide isomerase activity | P07237 | PDI insulin aggregation turbidity, A650, 90 min | inhibition, % at 10 µM | 0.052% of 350,000 active;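 active = mean inhibition across replicates of 30% or more, whatever share of single replicates reach that level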;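 also: absorbance from insulin aggregation driven by PDI reduction with DTT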
Target sequence (P07237 whole entry, looked up): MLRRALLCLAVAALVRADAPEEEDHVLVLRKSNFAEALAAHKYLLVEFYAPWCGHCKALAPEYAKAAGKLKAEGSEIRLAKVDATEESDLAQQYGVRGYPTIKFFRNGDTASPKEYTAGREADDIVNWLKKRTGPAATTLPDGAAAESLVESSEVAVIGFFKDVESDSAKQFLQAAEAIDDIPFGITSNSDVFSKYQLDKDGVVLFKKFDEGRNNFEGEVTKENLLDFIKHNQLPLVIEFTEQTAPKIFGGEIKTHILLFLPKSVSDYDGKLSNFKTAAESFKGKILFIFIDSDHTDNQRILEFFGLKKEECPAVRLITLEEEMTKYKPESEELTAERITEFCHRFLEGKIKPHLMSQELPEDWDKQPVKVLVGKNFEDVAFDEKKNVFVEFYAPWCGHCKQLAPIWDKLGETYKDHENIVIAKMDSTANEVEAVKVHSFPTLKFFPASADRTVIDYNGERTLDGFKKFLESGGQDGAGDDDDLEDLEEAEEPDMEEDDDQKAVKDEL
Vif inh – blocks HIV Vif function; HEK293T cells, Vif self-association by quenched fluorescence, imaging, 24 h; inhibition, % at 7.49 µM; 0.35% of 340,000 active; AID 602346; in the data active = inhibition above about 50%, passing the limit was not always enough; also: some results filed as inactive read as strong as hits
Cardio protect – myocardial damage modulation in H9c2 cells; H9c2 cardiomyocytes, H2O2 injury protection, ATPLite, 2 h; 0.63% of 360,000 active; AID 588492; protection from H2O2 cell death, % at 20 µM;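 active = compounds giving at least 50% protection of heart cells from peroxide-induced death in the single-dose screen, raw or plate-pattern-corrected value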;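 also: 0% = DMSO wells with peroxide and 100% = DMSO wells without peroxide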
CaV13 ICDI inh – Disruptors of the CACNA1D IQ motif to Ca2+-dependent inactivation inhibitor domain association, primary screening, Förster resonance energy transfer in intact living … | HEK cells, CFP/YFP FRET ICDI-IQ, plate reader, 10 min; percent FRET-ratio fall versus neutral wells | inhibition, % at 12.3 µM | 0.098% of 340,000 active;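 active = mean replicate inhibition of at least 30% and at least 1% of replicates passing that level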;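 also: 0% = median of the neutral control wells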
HTR2A ag – mouse HTR2A agonism via beta-arrestin recruitment. AID 624169. CHO-K1 mHTR2A beta-arrestin complementation, luminescence; percent of 30 µM serotonin response. P35363. activation, % at 7.6 µM. 0.66% of 360,000 active;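 active = activation above a run cutoff, the mean activation of all tested compounds plus 3 SD, cut at about 14% in these data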;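 also: 0% = plate median of compound wells and 100% = 30 µM serotonin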
aDG glyco up – increases alpha dystroglycan glycosylation; 0.22% of 360,000 active; Pro5-aDG cells, alpha-DG glycosylation AlphaScreen (IIH6); 0% Pro5, 100% B10-LARGE cell signal; activation, % at 10 µM; AID 624168;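 active = activation of at least 8% versus controls, or a plate z-score of at least 8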;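 also: Pro5 are CHO cells carrying HIG-tagged alpha-DG that lacks glycosylation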
MC4R ag barr – human MC4R agonism via beta-arrestin. U2OS MC4R beta-arrestin complementation, luminescence; percent of melanotan II response, DMSO zero. activation, % at 8.9 µM. 0.98% of 360,000 active. P32245;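 active = activation above a per-plate cutoff, the mean activation of sample wells on that plate plus 3 SD, cut at about 8% in these data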
ABCB6 inh MLPCN – inhibitors of human ABC transporter ABCB6 | K562-ABCB6 porphyrin accumulation, flow cytometry, 1 h; stronger effect = lower value | fluorescence ratio to DMSO, % at 10 µM | 0.19% of 360,000 active | AID 602162;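 active = fluorescence ratio to DMSO below 75%, the collection mean minus 3 SD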;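 also: signal is porphyrin accumulated inside mitochondria; 100% equals median channel fluorescence of DMSO control wells; lower ratio means ABCB6 inhibition with less porphyrin fluorescence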
Glyco luc inh – blocks N-linked glycosylation in D54 reporter cells. D54 ERlucT glycosylation luciferase reporter, 24 h; percent of 100 nM tunicamycin response. reporter increase, % at 12.5 µM. 0.23% of 360,000 active. AID 588692;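 active = mean luciferase reporter signal, scaled so untreated is 0 and the glycosylation-blocking control 100, at or above a set limit in every replicate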;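 also: luciferase carries N-glycosylation sites so blocking glycosylation raises the light; 0% = median of neutral control wells and 100% = median of 100 nM tunicamycin wells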
The depositor's hits bear a star; · = not tested or not shown.

SMILES	MC4R antag cAMP	PDI turbidity	Vif inh	Cardio protect	CaV13 ICDI inh	HTR2A ag	aDG glyco up	MC4R ag barr	ABCB6 inh MLPCN	Glyco luc inh
COc1ccc([N+](=O)[O-])cc1NC(=O)CSc1nc(C)cc(C)n1	7	2	12	-4	-19	-2	0.1	-2.0	104	-1
CCC(C)(C)NC(=O)CSc1nc(Cc2ccccc2)nc2ccccc12	9	-1	-19	5	-2	4	0.1	-0.7	94	-3
Cc1ccnc2c(N3C(=O)C4C5C=CC(C5)C4(C)C3=O)cccc12 (stereo not drawn)	2	·	5	-2	-2	-3	0.0	-2.1	102	-1
COc1ccc(N2CCN(C(=O)CSc3nnc(-c4ccc5[nH]c(C)c(C)c5c4)o3)CC2)cc1	3	-2	-3	-4	·	1	0.0	-0.2	97	-6
COc1ccc2c(c1)C(=O)C1(CC2)OC1c1cccnc1 (stereo not drawn)	-2	10	1	0	-16	2	-0.1	0.6	103	-5
O=C(NC1CC1)c1cccc(NC(=O)C2CCCC2)c1	1	5	·	4	-8	-3	0.2	-0.5	98	4
Cc1ccc(NC(=O)N2CCCC2C(=O)Nc2nnc(C(C)C)s2)cc1 (stereo not drawn)	0	5	18	0	-5	-3	-0.1	-2.1	96	1
COc1ccc(CC(=S)N2CCOCC2)cc1F	21	-1	23	11	-4	0	-0.1	0.9	97	-2
Cc1c(NS(=O)(=O)c2ccc3nc(COc4ccccc4Cl)[nH]c3c2)c(=O)n(-c2ccccc2)n1C	5	2	-1	13	-6	-4	0.0	-4.3	96	1
Cc1ccc(S(=O)(=O)N(C)CC(=O)OCC(=O)Nc2ccccc2)cc1	34*	-2	-4	0	-2	6	-0.1	-2.2	96	1
N#CC[C@H](Cc1ccccc1)N1CC[C@@H](O)CCC1=O	6	-5	-2	-6	-17	4	-0.1	-0.8	99	-2
CCCNC(=O)c1ccc2c(c1)CCN2S(C)(=O)=O	3	1	0	2	-4	-1	-0.6	-0.8	100	-1
Cc1ccccc1NC(=O)CSc1nc2cc3c(cc2cc1C)CCC3	-19	-17	-1	-7	-7	-5	0.0	2.9	97	13
CN(CC(=O)NCc1ccc(F)cc1)S(=O)(=O)c1cccc2nsnc12	-7	6	5	-1	-4	-1	0.0	-1.3	95	1
CSCCC(NS(=O)(=O)c1ccc2c(c1)oc(=O)n2C)C(=O)NCc1cccs1 (stereo not drawn)	2	-8	-5	6	-6	1	0.1	-1.2	100	0
Cc1nn(-c2ccccc2)c(Cl)c1/C=C1\SC(=S)N(C)C1=O	5	10	7	-9	-15	8	0.3	0.6	105	-2
C=CCNc1nc(N2CCOCC2)c(C#N)c2c1CN(C)CC2	2	4	0	0	-5	-7	-0.1	0.4	97	1
COC(=O)Nc1ccc(SCC(=O)c2cccc([N+](=O)[O-])c2)cc1	-21	5	-1	-5	-3	1	-0.1	-1.8	86	0
COc1ccc(/C=C/c2nc3cc(-c4ccccc4)ccc3o2)cc1O	2	11	3	3	-5	-3	-0.5	-3.5	91	3
CSCc1ccc(C(=O)N2CCC(CCC(=O)N(C)Cc3ccccc3)CC2)o1	23	-5	-3	-3	-2	0	0.3	-1.4	100	0
Cc1nn(C)cc1C(C)NC(=O)c1cc(COc2cccc3cnccc23)on1 (stereo not drawn)	1	5	-13	-4	-6	10	0.6	-0.9	85	-6
NC(N)=NC(N)=Nc1ccc(SC(F)(F)F)cc1	1	-16	1	-13	-6	3	5.0	-2.3	96	9
NC(=O)CN1C(=O)C2C3C=CC(C3)C2C1=O (stereo not drawn)	1	5	·	-8	-5	1	-0.2	-1.1	95	·
O=C1CCC(CCC(=O)N2CCCC(C(=O)c3cccc(C(F)(F)F)c3)C2)=NN1 (stereo not drawn)	28	4	8	-1	-5	1	-0.1	3.2	94	1
OC(c1ccc(CN2CCCCC2)cc1)c1ncc(-c2ccccc2)[nH]1 (stereo not drawn)	15	1	-1	12	-12	-1	-0.3	-1.2	94	-1

A draw from above in order of count of non-hydrogen atoms, lowest first.
SMILES	MC4R antag cAMP	PDI turbidity	Vif inh	Cardio protect	CaV13 ICDI inh	HTR2A ag	aDG glyco up	MC4R ag barr	ABCB6 inh MLPCN	Glyco luc inh
COc1ccc2c(c1)C(=O)C1(CC2)OC1c1cccnc1 (stereo not drawn)	-2	10	1	0	-16	2	-0.1	0.6	103	-5
COc1ccc([N+](=O)[O-])cc1NC(=O)CSc1nc(C)cc(C)n1	7	2	12	-4	-19	-2	0.1	-2.0	104	-1
COc1ccc(/C=C/c2nc3cc(-c4ccccc4)ccc3o2)cc1O	2	11	3	3	-5	-3	-0.5	-3.5	91	3
Cc1nn(C)cc1C(C)NC(=O)c1cc(COc2cccc3cnccc23)on1 (stereo not drawn)	1	5	-13	-4	-6	10	0.6	-0.9	85	-6

(next part)
SMILES	MC4R antag cAMP	PDI turbidity	Vif inh	Cardio protect	CaV13 ICDI inh	HTR2A ag	aDG glyco up	MC4R ag barr	ABCB6 inh MLPCN	Glyco luc inh
CCn1ccc2cc(OC)ccc2c1=S	-5	6	12	0	-4	3	0.1	-0.5	87	4
O=C(CN1CCN(S(=O)(=O)c2ccc3c(c2)OCCO3)CC1)Nc1cccc(F)c1	10	0	-4	0	-6	-7	-0.3	-0.4	104	0
O=c1oc2ccc(C#CC3(O)CCCCC3)cc2cc1-n1cc(-c2ccccn2)nn1	13	5	-11	40	-12	2	-0.3	-1.3	107	0
CCc1ccc(CCC(=O)Nc2ccc(C)c(C)c2)o1	-6	-6	-4	-1	-3	-1	0.0	-1.1	96	0
CC(C)NC(=O)c1ccc(CSCc2ccccc2Cl)o1	-2	4	·	-9	-4	-1	-0.1	-1.2	88	-2
COc1ccccc1-c1ccc(/C=N/O)o1	6	-3	-3	2	-5	-3	-0.3	-1.9	99	-5
COc1ccccc1NC(=O)c1cnc(Nc2ccccc2OC)c2ccccc12	-13	-5	4	-6	-4	-3	0.5	-1.1	98	21
O=C1C2C(c3ccccc3)C=CC(c3ccccc3)C2C(=O)N1CCCO (stereo not drawn)	13	5	-4	-4	·	1	-0.2	-0.8	96	1
CCCCCCCCN1C(=O)[C@H](CC(=O)N2CCN(C(=O)C3CC3)CC2)C[C@@]2(C(=O)OC)CCCCC=C12	·	·	·	·	-1	-4	0.1	·	97	·
CC1CCCCN1C(=S)NC(=O)c1ccccc1 (stereo not drawn)	8	-7	0	-2	-2	-1	0.2	-0.6	99	-1
O=C(O)CC(c1ccccc1)n1cnnn1 (stereo not drawn)	-4	5	1	14	-1	2	0.1	3.6	88	1
C=CCC1(C#N)C(=S)NC(C)=C(C(=O)OCC)C1c1ccccc1 (stereo not drawn)	-3	-3	-2	-2	-20	0	-0.1	0.4	98	-2
COc1ccccc1CNC(=O)C(NC(=O)c1ccc(C)cc1)C(C)C (stereo not drawn)	-1	-1	-2	3	-7	0	0.4	-2.2	99	-2
Cc1cc(NC(=O)CO/N=C/c2ccc3c(c2)OCO3)ccc1Br	4	5	12	-8	-2	-1	0.1	3.0	101	1
CC(=O)Nc1ccc(S(=O)(=O)N2CCC3(CC2)OCCO3)cc1	7	3	-1	-3	-5	-3	0.2	0.2	96	0
COc1cccc(NC(=S)N2CCC(NC(=O)C3CCCCC3)CC2)c1	-3	3	3	2	-4	6	-0.1	-0.2	100	-1
Cc1ccc(NC(=O)COc2ccc(/C=C3/NC(=O)NC3=O)cc2)cc1	-6	4	4	13	-2	-1	0.8	-1.8	92	-1
Oc1ccccc1-c1cc(C(F)(F)C(F)F)[nH]n1	9	2	-2	-18	-4	-4	0.2	1.4	99	1
CCOc1ccccc1NC(=O)c1ccc(S(=O)(=O)N2CCOCC2)cc1	1	-7	6	-2	-5	-5	-0.2	-2.5	104	2
COc1cc(NC(=O)c2cc(OC)c(OC)c(OC)c2)c(OC)cc1NC(=O)CN1CCCCC1	-4	14	·	43	·	-2	-0.2	-2.3	101	0
CCN(c1ccccc1)S(=O)(=O)c1ccc(Oc2ccccc2)c(N)c1	2	12	-8	-15	-6	-1	-0.1	-1.6	96	-2
COc1cccc(CN2CCC(C(=O)N3CCN(Cc4ccc5c(c4)OCO5)CC3)CC2)c1	5	-4	11	-2	·	0	0.8	-1.4	94	-3
CCCCCCCCCn1c2c(c(=N)c3c1CCC3)CCCC2	-1	-3	-8	-22	·	-2	0.3	13*	104	14
COc1cccc(Sc2ccccc2/C=N/NC(N)=O)c1	-10	-11	-2	-2	-4	4	-0.2	0.4	102	18
O=C(/C=C/[C@H]1O[C@@H](n2ccc(=O)[nH]c2=O)[C@H](O)[C@@H]1O)NCc1ccco1	·	·	-3	-5	-3	-4	0.0	·	92	3
SMILES	MC4R antag cAMP	PDI turbidity	Vif inh	Cardio protect	CaV13 ICDI inh	HTR2A ag	aDG glyco up	MC4R ag barr	ABCB6 inh MLPCN	Glyco luc inh
O=C(Nc1ccc(-n2cnnn2)cc1)C1CCCN1C(=O)NC1CCCCC1 (stereo not drawn)	3	6	7	-1	-5	8	0.2	1.1	88	2
Cn1nc(CC(=O)NCc2ccc(C(F)(F)F)cc2)c2ccccc2c1=O	2	-4	-16	-17	-6	9	4.0	-0.1	94	6
COc1ccc(C(C(=O)NC2CCCCC2)N(Cc2cccs2)C(=O)Cc2c[nH]c3ccccc23)cc1 (stereo not drawn)	21	0	-19	32	-5	2	0.0	3.3	102	-7
O=C(Oc1ccccc1N1C(=O)C2CCCCC2C1=O)c1ccc(Cl)cc1 (stereo not drawn)	-5	-1	2	2	-6	4	0.1	-0.2	85	3
S=C1NCCOCCOCCOCCOCCNC(=S)N2CCOCCOCCN1CCOCC2	3	2	27	2	2	-4	-0.5	-2.5	94	4
CC1=NN(c2ccccc2)C(=O)C1C(=O)c1ccccc1 (stereo not drawn)	4	-1	-3	5	-4	-3	0.0	-2.2	146	1
CC(Sc1nnc(Nc2ccccc2)s1)C(=O)NC1CCCc2ccccc21 (stereo not drawn)	25	-2	-8	-2	-3	-2	0.4	-1.2	100	-3
Cc1ccc(C)c(N2CCN(CC(=O)Nc3ccc([N+](=O)[O-])cc3C(=O)Nc3ccccc3F)CC2)c1	17	-4	-16	8	-9	2	-0.1	4.0	88	-11
COc1cc(C(Nc2ccccn2)c2ccc3ccc(C)nc3c2O)cc(OC)c1O (stereo not drawn)	-8	2	-9	-1	·	-7	-0.1	-4.3	92	5
CCOC(=O)C1CCN(Cc2ccc(OC)cc2OC)CC1	0	4	1	2	-4	2	-0.2	0.1	96	0
COc1ccc(-c2nnc(SCC(=O)NNC(=O)Cc3ccccc3)n2C)cc1OC	13	-13	-7	2	·	5	-0.3	-0.7	96	1
O=C(CCCOc1ccc(Cl)cc1Cl)NCc1ccncc1	-1	8	-3	-2	-6	-1	0.1	-0.9	99	-2
COC(=O)c1cc(C)sc1NC(=O)CN1CCN(C(=O)c2ccco2)CC1	3	-1	-5	1	·	-8	0.1	0.4	106	0
COc1cc(-c2ccc(=O)[nH]n2)ccc1OC(F)F	-6	-3	1	10	-5	13	-0.1	1.0	89	1
CCOc1ccccc1N1CCN(c2nc3ccccc3nc2C(C#N)C(=O)OC(C)C)CC1 (stereo not drawn)	0	2	6	3	-3	3	0.0	1.4	91	2
Cn1c(=O)[nH]c(=O)c2c1nc(N/N=C/c1cccnc1)n2Cc1ccc(Cl)cc1	-27	0	14	25	5	0	-0.1	0.5	95	53*

From PubChem

Not a hit list (roughly 3.6% active in at least one column).
